Screens from PubChem BioAssay.
core dimer inh = inhibitors of HCV core protein dimerization, primary screen, biochemical, TR-FRET, high-throughput; AID 1899, 2009; 0.33% of 300,000 active; TR-FRET GST/Flag-core106 dimerization, 1536-well; inhibition, % at 5 µM;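 active means inhibition above the mean of all tested compounds plus 3 SD, set per screening campaign, cut at about 45% in these data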
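Assay system: GST-tagged and Flag-tagged HCV core protein residues 1-106 / Times: compound-protein-antibody incubation 4 h at 22.5 °C / Signal: time-resolved FRET, ex 340 nm, em 617 and 671 nm / Evaluation: % inhibition based on acceptor/donor emission ratio / Benchmarks: wells lacking GST-core106 and wells with excess unlabelled core106 / Repeats: singlicate, one well per compound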
proCasp7 act = procaspase-7 activators, primary screen, counter-screen for procaspase-3 activator project, biochemical, absorbance, HTS, human; recombinant procaspase-7, Ac-DEVD-pNA absorbance 405 nm; D23A/D198A/D206A triple mutant, cannot self-cleave; scale: DMSO 0, 5 µM enzyme 100; activation, % at 8.5 µM; 0.093% of 330,000 active;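 active means percent activation above the screen-wide mean plus 3 SD, cut at about 25% in these data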
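signal = Epi-absorbance of released pNA at 405 nm, two timepoints | assay system = Uncleavable procaspase-7 mutant enzyme | reagent = Ac-DEVD-pNA substrate, 400 µM as added | times = 1 h enzyme–compound preincubation and 2 h substrate reaction, both 25 °C | benchmarks = low DMSO alone, high DMSO plus 5 µM PC-7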
Fh CTSL1 inh = Fasciola hepatica cathepsin L1 inhibitors, primary screen, counter-screen for PFM18AAP inhibitor project, biochemical, QFRET, fluorogenic peptide substrate; recombinant F. hepatica cathepsin L1, Z-Leu-Arg-MCA fluorescence; inhibition, % at 5.96 µM; 0.49% of 300,000 active; AID 1906, 2009;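 active means inhibition above the mean of all tested compounds plus 3 SD, set per screening campaign, cut at about 17% in these data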;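 further: 0% = plate median of test compound wells and 100% = 1 µM Z-Phe-Ala-diazomethylketone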
JMJD2C inh = inhibitors of GASC-1 histone demethylase, primary screen, biochemical, fluorescence, DELFIA europium. inhibition, % at 2.35 µM. GST-JMJD2C(1-420) H3K9me3 demethylation. 0.069% of 330,000 active. Lysine-specific demethylase 4C (Homo sapiens), Q9H3R0;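 active means more than half of a compound's replicate wells show inhibition beyond 50%, single wells judged on their own value; inconclusive means some, but no more than half, of replicates pass 50% inhibition; inactive means no replicate passes 50% inhibition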;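 further: signal counts dimethyl H3K9 product captured on neutravidin plate; 0% = median of DMSO wells and 100% = 0.3 times that DMSO median; strong numbers were not always called active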
TPT1 inhibitor = Candida albicans TPT1 enzyme inhibitors, primary screen, biochemical, fluorescence polarization; tRNA 2'-phosphotransferase TPT1 (Candida albicans SC5314); recombinant caTPT1, FP RNA substrate dephosphorylation; inhibition, % at 5 µM; 0.81% of 300,000 active;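 active means inhibition above the mean of all tested compounds plus 3 SD, set per screening campaign, cut at about 24% in these data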;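 further: plate controls were DMSO alone for no effect and ferristatin control at 100 nM for full effect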
Efflux pump inh = inhibitors of Candida efflux pumps in yeast, primary screen, S. cerevisiae, Nile Red, multiplex; inhibition, % at 10 µM; 0.44% of 330,000 active; S. cerevisiae Candida pump triplex; AID 485275, 2010;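 active means plate passing quality check with inhibition over a set limit, or well fluorescence over plate mean plus 4 SD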;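 further: Nile Red retained in pooled yeast measured as flow cytometry median fluorescence; 0% = buffer negative control and 100% = Enniatin B positive control; higher means more Nile Red kept so more efflux inhibition; some compounds called inactive have numbers as strong as hits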
PP1 counter = PP1-alpha phosphatase inhibitors, primary screen, counter-screen for PP5 inhibitor project, biochemical, fluorescence, OMFP substrate, single point | Serine/threonine-protein phosphatase PP1-alpha catalytic subunit (Homo sapiens), P62136 | purified PP1alpha | inhibition, % at 6.7 µM | 0.9% of 320,000 active | AID 2235, 2010;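 active means inhibition above the mean inhibition of all tested compounds plus 3 SD, computed separately for each screening campaign, cut at about 15% in these data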
Target sequence (P62136 whole entry, looked up): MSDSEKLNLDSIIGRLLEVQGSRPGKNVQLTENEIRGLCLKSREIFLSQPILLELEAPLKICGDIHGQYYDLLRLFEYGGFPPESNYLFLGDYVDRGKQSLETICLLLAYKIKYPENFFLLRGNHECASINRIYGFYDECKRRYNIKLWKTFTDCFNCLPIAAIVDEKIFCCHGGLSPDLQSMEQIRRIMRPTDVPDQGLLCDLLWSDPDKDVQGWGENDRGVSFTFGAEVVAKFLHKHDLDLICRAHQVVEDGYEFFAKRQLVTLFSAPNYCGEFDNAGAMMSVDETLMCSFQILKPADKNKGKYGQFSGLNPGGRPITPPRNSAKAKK
proCasp3 act = activators of human procaspase-3 D3A mutant, primary screen, biochemical, absorbance, PC-3 D3A mutant, single concentration; recombinant procaspase-3 D3A, Ac-DEVD-pNA absorbance 405 nm; activation, % at 8.5 µM; 0.11% of 330,000 active;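 active means activation above the mean of all tested compounds plus 3 SD, cut at about 21% in these data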;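 further: 0% = DMSO alone and 100% = DMSO wells spiked with extra 5 µM PC-3 D3A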
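Compound: 8.5 µM single point, 0.8% DMSO / Material: Autoprocessing-dead procaspase-3 D3A mutant enzyme / Timing: 1 h preincubation plus 2 h reaction at 25 °C / Medium: Zinc-free HEPES/NaCl buffer with 0.01% Triton X-100 at pH 7.4 / Technique: 405 nm absorbance of p-nitroaniline, reads at 0 and 120 min / Repeats: one well per compound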
PP5 inh = PP5 phosphatase inhibitors, primary screen, biochemical, fluorescence. 0.18% of 320,000 active. Serine/threonine-protein phosphatase 5 (Homo sapiens), P53041. purified PP5c, OMFP substrate fluorescence. inhibition, % at 6.7 µM;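 active means inhibition above the campaign's mean inhibition across all tested compounds plus 3 SD, cut at about 9.5% in these data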;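 further: 0% = DMSO only and 100% = 100 µM cantharidin control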
Target sequence (P53041 whole entry, looked up): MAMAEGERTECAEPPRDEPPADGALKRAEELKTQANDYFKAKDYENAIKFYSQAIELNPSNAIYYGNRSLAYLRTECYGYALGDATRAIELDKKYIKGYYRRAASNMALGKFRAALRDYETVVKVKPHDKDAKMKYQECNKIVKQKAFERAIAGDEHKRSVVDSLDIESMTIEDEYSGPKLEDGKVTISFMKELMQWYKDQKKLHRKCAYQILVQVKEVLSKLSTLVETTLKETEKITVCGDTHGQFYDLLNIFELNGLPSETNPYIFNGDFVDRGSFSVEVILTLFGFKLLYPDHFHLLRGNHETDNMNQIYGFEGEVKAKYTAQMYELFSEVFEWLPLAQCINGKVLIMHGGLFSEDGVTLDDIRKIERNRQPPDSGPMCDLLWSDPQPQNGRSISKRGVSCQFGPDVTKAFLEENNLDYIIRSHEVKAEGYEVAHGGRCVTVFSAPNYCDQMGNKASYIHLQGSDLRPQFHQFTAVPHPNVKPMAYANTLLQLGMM
Active calls of the source: *; ? = inconclusive; / = no result given.

SMILES	core dimer inh	proCasp7 act	Fh CTSL1 inh	JMJD2C inh	TPT1 inhibitor	Efflux pump inh	PP1 counter	proCasp3 act	PP5 inh
Cc1ccc(CN2CCC(NC(=O)c3ccccc3)CC2)cc1	4	-9	-1	11	3	0.0	-2	7	-0.5
O=[N+]([O-])c1ccc(Cl)c(S(=O)(=O)NCCc2ccccn2)c1	/	11	/	-8	/	0.0	/	1	/
C=C(C)C1Cc2c(C)nn(-c3ccccc3)c2C1 (configuration not stated)	3	1	0	13	-1	0.0	0	5	0.2
Nc1ccc(Oc2ccccc2F)nc1	-5	-25	4	-5	-3	-0.1	-3	-12	0.6
O=C(c1ccc(OCC2CCCO2)cc1)N1CCN(c2ccccc2)CC1 (configuration not stated)	8	-5	-3	-8	-4	0.2	2	-2	3.9
CSc1nc2ccccc2n1CC(=O)N1CCCCC1	0	3	-2	2	-5	0.0	-1	4	0.8
CCCc1nnc(SCC(=O)N2CCCC2)n1CC1CCCO1 (configuration not stated)	-1	13	1	32	-4	-0.1	-2	-5	-0.5
CCC(C(=O)OCC(=O)NC(=O)c1ccccc1)c1ccccc1 (configuration not stated)	-9	-3	-4	-1	-4	-0.1	-4	-4	-0.7
Cc1cccc(CCN2CCN=C2N(C)C)c1	1	-3	-2	-4	-1	-0.1	-2	-4	1.1
CC(=O)Nc1ccc(CN2CCN(C3CCCCC3)C(CCO)C2)cc1 (configuration not stated)	1	7	-2	5	3	0.0	-4	7	-0.5
C=CCn1c(C)cc(C(=O)COc2nncc3ccccc23)c1C	20	-3	1	10	6	0.0	3	-3	0.8
Cc1ccc(S(=O)(=O)Nc2cccc(NC(=O)CN3CCCCC3)c2)cc1	7	4	-3	2	-2	0.4	0	2	2.9
Cc1ccc(/C=N/NC(=O)c2cccc3ccccc23)o1	7	-1	5	13	-2	-0.2	-2	-1	5.2
CCOC(=O)C1C(=O)Nc2nc3ccccc3n2C1C(C)C (configuration not stated)	-4	5	1	-6	5	-0.1	-7	-4	1.7
CC(C)=CC(=O)Nc1ccc(Cl)cc1	-4	0	-3	-5	-2	0.1	0	-1	-0.1
CCN1CCN(c2ncnc3c2sc(=S)n3-c2ccccc2)CC1	0	6	0	-8	-3	0.1	-4	23*	2.0
COc1ccc(CCN=C(N)NS(=O)(=O)c2cc(F)ccc2OC)cc1	1	4	-1	-2	-2	-0.1	-1	1	3.0
Cc1ccc(NCC(=O)Nc2cccc(S(=O)(=O)N(C)C)c2)c(Cl)c1	4	-6	-3	2	-1	0.0	1	-3	3.8
CCCCN(CCO)CCCC	/	7	/	4	/	0.1	-4	0	3.3
COCCn1c(SCC(=O)NCCCN2CCCC2=O)nc2ccccc2c1=O	/	12	/	5	/	0.0	/	4	/
CC1(C)CC(=O)C(N=Nc2cc(C(F)(F)F)ccc2Cl)=C(O)C1	-1	7	3	83	1	-0.1	1	5	-0.3
CCCn1c(SCC(=O)N2CCCCC2)nnc1C(C)C	-3	0	-1	35	-2	-0.3	-2	0	1.7
CC(=O)Nc1ccc(NC(=O)CSc2nccn2Cc2ccc(Cl)cc2)cc1	-9	-1	3	1	1	0.0	-1	-6	0.1
COc1ccc(CC(=O)NCC2CCCN(Cc3ccc(OC)cc3F)C2)cc1 (configuration not stated)	24	10	-1	-44	-2	0.0	-6	10	-2.1
COc1cccc(NC(=O)C2(S(=O)(=O)c3ccc(Cl)cc3)CC2)c1	-1	10	2	-6	-4	-0.1	-2	6	-0.2
O=C(NCc1ccccn1)c1ccc(-c2ccccc2)cc1	-3	-14	1	4	-5	-0.1	-2	-5	2.3
CC(=O)n1cc([C@@H]2C=C(C(=O)Nc3ccccc3)O[C@H](OCCCCO)C2)c2ccccc21	9	13	1	-1	4	0.0	-1	2	1.0
COc1cc(NC(C)=O)c2ncccc2c1NC(C)=O	-2	-1	-3	-27	-4	-0.2	-3	6	0.5
CC1CN(C(=S)Nc2ccc(S(N)(=O)=O)cc2)CC(C)O1 (configuration not stated)	-10	-20	-2	-10	0	-0.2	-2	-10	2.4
Cc1cc(C)nc(NS(=O)(=O)c2ccc(NC(=O)C3CC3)cc2)n1	-1	10	-1	-5	0	-0.2	-7	7	-1.8
Cc1onc(-c2ccccc2Cl)c1C(=O)OCc1nnc(-c2ccccc2)o1	-8	0	-1	0	0	-0.2	1	-2	0.4
O=c1c2c(nc3n1CCS3)c1cc(F)ccc1n2Cc1cc(=O)n2cc(Cl)ccc2n1	9	-4	2	3	1	0.1	-5	3	-1.8
N#CC(C#N)=NNc1ccc(S(=O)(=O)N2CCCCC2)cc1	21	-13	4	-24	3	0.1	3	-18	4.2
Cc1ccc2c(=O)cc(C(=O)NCCc3ccc(S(N)(=O)=O)cc3)oc2c1C	-2	-3	-8	-5	-4	-0.2	-3	1	0.7
CCCNC(=O)COC(=O)c1cc(C)nc2ccccc12	0	1	-3	21	-1	0.3	-6	-6	3.4
O=C(NNC1=C(C(=O)C(F)(F)F)CCC1)c1ccccc1O	-5	-4	1	-10	0	0.0	-1	4	2.1
Cc1ccc2nsnc2c1NC(=O)c1sc2ccccc2c1Cl	27	-4	-3	3	0	0.0	3	-3	0.9
CC(C)OCCCNC(=S)Nc1ccc(S(N)(=O)=O)cc1	-4	-22	-3	7	0	-0.1	-2	-20	-1.3
C/C(NCc1ccccc1)=C(\C#N)C(=O)NCc1ccccc1	5	8	0	25	-1	0.0	-2	2	-0.2
O=C(CN1C(=O)CSc2ccc(C(F)(F)F)cc21)Nc1ccccc1	0	-2	-2	-2	-4	0.0	-2	-6	2.5
CCCN1C2CCCC1CC(NC(=S)Nc1cccc(C)c1C)C2 (configuration not stated)	-5	4	-1	4	0	0.0	-6	1	-2.3
Cc1ccccc1-c1cccc([C@@H]2C[C@H]3CN(Cc4cccnc4)C(=O)[C@]34CCCN24)c1	17	8	-1	-3	3	-0.1	-2	4	0.2
CC(=O)c1ccc(NC(=O)c2cc(=O)[nH]c3ccccc23)cc1	12	2	4	-4	4	0.3	2	0	0.2
O=C(O)CCC1(C(=O)O)OCCc2ccccc21 (configuration not stated)	-4	-7	-1	11	-2	-0.1	-1	9	0.0
CCN(CC)CCCC(C)NC(=O)c1ccc(C(F)(F)F)cc1 (configuration not stated)	2	6	-2	2	0	-0.2	-1	4	0.1
Cc1ccc(C(=O)N/N=C/c2cn(Cc3ccccc3)c3ccccc23)cn1	3	2	1	-2	1	-0.1	-4	-3	-1.6
O=C(NCc1ccc2c(c1)OCO2)c1ccc(=O)[nH]c1	-1	-5	-2	3	0	0.0	-2	1	2.0
c1cc2nncn2nc1N1CCCC1	-7	5	0	7	-3	-0.1	1	8	0.9
CN(CCO)c1nc(NCc2ccccc2)c2cnn(C)c2n1	-4	5	3	6	-1	-0.2	2	5	-0.9
COc1ccccc1NC(=O)C(C)OC(=O)c1cc2ccccc2[nH]1 (configuration not stated)	/	5	/	0	/	-0.1	3	-2	1.5
Additional compounds follow:
SMILES	core dimer inh	proCasp7 act	Fh CTSL1 inh	JMJD2C inh	TPT1 inhibitor	Efflux pump inh	PP1 counter	proCasp3 act	PP5 inh
CC(C)OC(=O)CCNc1n[nH]c(=O)[nH]c1=O	4	6	1	76	-4	0.0	-5	4	0.9
CCOC(=O)c1c(NC(=O)COC(=O)Cn2cnc3ccccc32)sc(C)c1C	3	-1	-9	-11	-1	0.0	1	2	0.3
O=C(Nc1cccc(C(F)(F)F)c1)C1CCN(S(=O)(=O)c2cccnc2)CC1	-6	4	1	-14	2	0.1	-2	-1	0.3
CN(C)C(=O)CCC(=O)N1CCCC(C(=O)c2ccc(C(F)(F)F)cc2)C1 (configuration not stated)	3	10	-2	0	1	0.0	2	5	1.6
COCCn1c(SCC(=O)Nc2ccc(C(C)=O)cc2)nnc1-c1ccco1	9	5	1	5	-1	0.2	1	6	1.8
CN(C)/C=C/C(=O)c1ccc(Oc2ccccc2)cc1	4	-20	2	-9	8	0.1	2	-6	4.5
COCCNC(=O)CN(c1cc(C(F)(F)F)ccc1Cl)S(C)(=O)=O	-8	5	-3	13	-1	0.0	-3	9	2.1
CC1=C/C(=N\OS(=O)(=O)c2ccccc2)C(C(C)C)=CC1=O	-8	-18	10	9	-4	-0.1	1	-3	1.5
COc1ccccc1-c1ccc(=O)n(CC(=O)Nc2ccc(C(=O)N3CCCC3)cc2)n1	-2	9	2	?	0	0.5	-2	6	2.6

A portion taken from the entries so far, as a working copy:
SMILES	core dimer inh	proCasp7 act	Fh CTSL1 inh	JMJD2C inh	TPT1 inhibitor	Efflux pump inh	PP1 counter	proCasp3 act	PP5 inh
c1cc2nncn2nc1N1CCCC1	-7	5	0	7	-3	-0.1	1	8	0.9
CN(CCO)c1nc(NCc2ccccc2)c2cnn(C)c2n1	-4	5	3	6	-1	-0.2	2	5	-0.9
COc1ccccc1NC(=O)C(C)OC(=O)c1cc2ccccc2[nH]1 (configuration not stated)	/	5	/	0	/	-0.1	3	-2	1.5
CC(C)OC(=O)CCNc1n[nH]c(=O)[nH]c1=O	4	6	1	76	-4	0.0	-5	4	0.9
CCOC(=O)c1c(NC(=O)COC(=O)Cn2cnc3ccccc32)sc(C)c1C	3	-1	-9	-11	-1	0.0	1	2	0.3
O=C(Nc1cccc(C(F)(F)F)c1)C1CCN(S(=O)(=O)c2cccnc2)CC1	-6	4	1	-14	2	0.1	-2	-1	0.3
CN(C)C(=O)CCC(=O)N1CCCC(C(=O)c2ccc(C(F)(F)F)cc2)C1 (configuration not stated)	3	10	-2	0	1	0.0	2	5	1.6
COCCn1c(SCC(=O)Nc2ccc(C(C)=O)cc2)nnc1-c1ccco1	9	5	1	5	-1	0.2	1	6	1.8
CN(C)/C=C/C(=O)c1ccc(Oc2ccccc2)cc1	4	-20	2	-9	8	0.1	2	-6	4.5
